# Compound activity (PubChem)
# RBX1-CUL1 inh: human ROC1-CUL1 E3 ligase inhibition | P62877+Q13616 | in vitro K48 di-Ub FRET, acceptor:donor ratio, 45 min | inhibition, % at 10 µM | 140,000 tested, 0.6% active | AID 1347404; in the data active means inhibition above about 25%
# Target sequence (P62877 whole entry, looked up): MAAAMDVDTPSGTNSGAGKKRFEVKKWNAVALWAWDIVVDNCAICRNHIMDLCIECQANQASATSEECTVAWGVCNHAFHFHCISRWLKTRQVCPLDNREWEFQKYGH
# Target sequence (Q13616 whole entry, looked up): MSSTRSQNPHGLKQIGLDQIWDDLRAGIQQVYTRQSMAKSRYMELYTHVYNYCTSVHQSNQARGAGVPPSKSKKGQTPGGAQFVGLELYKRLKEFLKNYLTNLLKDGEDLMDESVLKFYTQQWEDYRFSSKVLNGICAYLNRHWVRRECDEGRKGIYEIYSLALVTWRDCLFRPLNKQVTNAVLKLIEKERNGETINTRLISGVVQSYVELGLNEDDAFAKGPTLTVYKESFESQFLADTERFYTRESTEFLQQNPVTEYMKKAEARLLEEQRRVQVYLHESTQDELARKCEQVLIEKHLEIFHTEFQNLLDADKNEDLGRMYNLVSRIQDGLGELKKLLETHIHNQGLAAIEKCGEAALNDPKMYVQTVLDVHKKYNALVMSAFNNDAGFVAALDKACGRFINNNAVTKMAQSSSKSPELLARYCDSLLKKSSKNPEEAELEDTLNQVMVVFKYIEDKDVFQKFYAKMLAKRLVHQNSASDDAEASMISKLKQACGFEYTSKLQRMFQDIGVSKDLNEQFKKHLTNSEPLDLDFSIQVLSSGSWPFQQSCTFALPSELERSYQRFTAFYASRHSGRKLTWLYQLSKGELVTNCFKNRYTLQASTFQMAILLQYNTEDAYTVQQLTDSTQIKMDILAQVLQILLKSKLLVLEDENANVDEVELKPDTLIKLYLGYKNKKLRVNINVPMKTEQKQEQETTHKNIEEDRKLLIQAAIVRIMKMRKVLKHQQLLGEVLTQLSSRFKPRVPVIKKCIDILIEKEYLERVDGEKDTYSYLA
# * marks the source's active call; other numbers are inactive results; & = joins results of further samples.
RBX1-CUL1 inh	compound
0.5	CC1=NN(c2ccccc2)C(=O)/C1=C\C1C(=O)NC(=O)N(c2ccc(Br)c(C)c2)C1=O (stereo unspecified)
-19.5	COc1ccc(-c2cc(C(=O)Nc3cccnc3)no2)cc1OC
-0.2	COCCn1c(=O)c2c(nc3n(-c4ccc(C)c(C)c4)c(C)c(C)n23)n(C)c1=O
4.7	COc1nc(C2C=CC=CC(=O)C2=O)cc(-c2cccc(C)c2)c1C#N (stereo unspecified)
6.8	O=C(c1cccc(OC2CCN(C(=O)C3CC=CCC3)CC2)c1)N1CCOCC1 (stereo unspecified)
-3.5	COc1ccc(Cl)cc1N(C)C(=O)Cn1cnc2sc(C)c(S(=O)(=O)N3CCN(c4ncccn4)CC3)c2c1=O
-6.8	COc1ccccc1/C=C/c1nc2ccccc2n1C(C)C
8.9	COc1ccc(N=C2C(=Nc3ccc(OC)cc3)N(c3ccc(OC)cc3)C(=S)N2C(=O)c2ccccc2)cc1
3.5	CCc1nn2c(=O)c(S(=O)(=O)Nc3ccc(C(C)C)cc3)c(C)nc2s1
-7.2	CC(=O)Nc1ccc2c(C)cc(=O)[nH]c2c1
4.7	O=C(CCc1nnc(Cc2cccc(C(F)(F)F)c2)o1)NCCN1CCOC1=O
1.7	COCCn1c(CN(C)C(C)C)cnc1S(=O)(=O)CC1CCCCC1
-4.4	Cc1ccc(CC(=O)NCc2nc(-c3cccc(C)c3)no2)cc1
9.5	O=C(c1cccc(C(F)(F)F)c1)N1CCN(c2ccccc2)CC1
-4.7	NS(=O)(=O)c1ccc(NC(=S)NC2CC2)cc1
2.2	CC(C)CCN(C)c1ccc(/C=N\n2cnnc2)cc1
10.6	CNC(=O)c1ccccc1NC(=O)Nc1ccc(Cl)cc1
-4.7	CC(=O)N1CCCc2cc(S(=O)(=O)N3CCN(c4ccc(F)cc4)CC3)ccc21
3.6	Cc1ccc(-c2cc(-c3ccccc3)c3c(N)c(C(=O)Nc4ccc(C)cc4C)sc3n2)cc1
4.0	Cn1c(C(C)(C)C)csc1=S

# 6 of the entries above in order of their number in RBX1-CUL1 inh, rising:
canonical_smiles	RBX1-CUL1 inh
CC(=O)Nc1ccc2c(C)cc(=O)[nH]c2c1	-7.2
COc1ccc(Cl)cc1N(C)C(=O)Cn1cnc2sc(C)c(S(=O)(=O)N3CCN(c4ncccn4)CC3)c2c1=O	-3.5
CC1=NN(c2ccccc2)C(=O)/C1=C\C1C(=O)NC(=O)N(c2ccc(Br)c(C)c2)C1=O (stereo unspecified)	0.5
Cn1c(C(C)(C)C)csc1=S	4.0
O=C(CCc1nnc(Cc2cccc(C(F)(F)F)c2)o1)NCCN1CCOC1=O	4.7
COc1ccc(N=C2C(=Nc3ccc(OC)cc3)N(c3ccc(OC)cc3)C(=S)N2C(=O)c2ccccc2)cc1	8.9

# Continued.
RBX1-CUL1 inh	compound
7.6	CCOc1ccc(NC(=O)C2CCN(c3nc4ccccc4[nH]3)CC2)cc1
3.3&5.3	COC(=O)c1c(C)oc2ccc(N(C(=O)c3ccncc3)S(=O)(=O)c3cc(C)c(C)cc3C)cc12
-5.9	CCOC(=O)C1C(=O)/C(=C/c2ccc(OCc3ccc(C)cc3)cc2)SC1=Nc1ccc(C)cc1 (stereo unspecified)
6.2	Fc1ccc(-c2noc3c2CN(Cc2cnc[nH]2)CC3)cc1F
-5.9	C=CCN1C(=O)C(=O)C(C(=O)c2ccccc2)C1c1ccc(N(C)C)cc1 (stereo unspecified)
-1.6	CCCN(CCC)c1ccc(/C=C2\SC(=Nc3ccc(C)cc3)N(c3ccc(C)cc3)C2=O)cc1
-9.5	COc1ccc(Cl)cc1C(=O)NC(=S)Nc1ccc(Br)c(C)n1
2.0	Cn1ccnc1C(=O)c1ccccc1F
0.6	CC(=O)c1nn(-c2cccc(Br)c2)cc1C(=O)c1ccco1
13.7	C=CCN1CCCC1CNC(=O)c1cc(S(N)(=O)=O)cc(OC)c1OC (stereo unspecified)
11.5	COc1ccc(NC2CCCN(C(=O)c3ccc4nccnc4c3)C2)cc1OC (stereo unspecified)
-3.4	CCCOC(=O)c1cc(N2C(=O)c3cccc4cccc(c34)C2=O)ccc1Cl
6.6	CCn1c(SCCC(=O)O)nc2ccccc21
-9.7	CCOC(=O)N1CCc2c(sc3c2c(=O)n(-c2ccc(CC)cc2)c(=O)n3CC(=O)c2ccccc2)C1
-2.7	O=C(NCc1ccc(F)cc1)c1ccccc1C(=O)NCc1ccc(F)cc1
7.1	CCOc1nc(N=C(Cl)N(C)C)c(C#N)c(-c2ccc(C)cc2)c1C#N
-1.9	CCOCCCNCC#Cc1ccccc1
0.1	COc1cc(C(=O)Nc2ccc(Cl)c(-c3nc4ncccc4o3)c2)cc(OC)c1OC
-7.1	CN(Cc1ccc2nccnc2c1)C(=O)CCN1Cc2ccccc2OC(c2ccccc2)C1 (stereo unspecified)
-4.7	CCOc1cc(C)c(C(C)C)cc1S(=O)(=O)n1ccnc1CC
6.1	N#CC1C(=N)OC2=C(CCC/C2=C\c2cccc(F)c2)C1c1cccc(F)c1 (stereo unspecified)
-1.2	O=C(/C=C/c1cccc(O)c1)C(C(=O)c1ccccc1)=C1SCCCCS1
1.7	C/C(=N\Nc1nc(-c2ccc(C)cc2)cs1)c1ccccc1O
8.6	CC1(C)CCC(=O)NCC(C)(C)CC1
-3.0	O=C(NC(=S)Nc1ccc(CN2CCOCC2)cc1)c1cccc(OCc2ccccc2)c1
0.5	CCOc1ccc(CNC(=O)C2CCN(C(=O)c3sccc3-n3cccc3)CC2)cc1
1.2	CCOCCCNC(=O)CN1C(=O)c2cccnc2Sc2ccccc21
9.1	Cc1c(Cl)cccc1-n1c(C)cc(/C=C2/C(=O)NC(=S)N(c3ccc(F)cc3)C2=O)c1C
6.5	CCCSc1nnc2c(n1)OC(c1ccccc1F)N(C(=O)CC)c1ccccc1-2 (stereo unspecified)
-6.8	Clc1ccc2[nH]c3c(c2c1)CCCC3NCCOc1ccccc1 (stereo unspecified)
3.6	O=C(C1CCCCC1)N1CCN(S(=O)(=O)c2ccc(Cl)s2)CC1
-0.5	CCc1ccc(NC(=O)CSCC(=O)Nc2ccc(OC)cc2OC)cc1
5.8	COc1ccc(CCC(=O)N2CCOC(Cc3cccc(F)c3)C2)cc1 (stereo unspecified)
-5.5	Cc1ccc(CN2C(=O)SC(Nc3ccc(Cl)cc3)C2=O)cc1 (stereo unspecified)
-3.2	CC(C)N(C)C(=O)Nc1ccc(C[N+]2([O-])CCC(C(O)(c3ccc(C(F)(F)F)cc3)c3ccc(C(F)(F)F)cc3)CC2)cc1 (stereo unspecified)
4.8	CCc1ccc2oc(C(=O)Nc3cc(C)ccc3C)cc(=O)c2c1
1.2	Cc1ccccc1NC(=O)CSc1nc(C)c2c(n1)CCCC2
-1.3	O=C1CC(c2ccccc2)CC(=O)C1S(=O)c1ccc(Cl)cc1 (stereo unspecified)
-2.5	CC(C)c1ccc(Nc2nc3c(S(=O)(=O)c4ccc(Br)cc4)nnn3c3ccsc23)cc1
-4.0	O=C(CSc1ncccn1)Nc1cccc(Cl)c1
-2.0	O=C(NCCCc1ccccn1)c1ccc(N2CCCOCC2)nc1
7.3	Cc1cccc(NC(=O)Cn2c(=O)n(Cc3ccc(C(=O)NCc4ccc5c(c4)OCO5)cc3)c(=O)c3ccccc32)c1
-2.0	CN(C)c1cnn(CC(=O)NCCCCc2ccccn2)c(=O)c1
7.6	NC(=O)c1nn2c(C(F)(F)F)cc(-c3ccc(Br)cc3)nc2c1Br
-4.3	CC(=O)Nc1cccc(-n2cc3c(c2-c2ccccc2Cl)c(=O)n(C)c(=O)n3C)c1
4.8	Cc1ccccc1S(=O)(=O)Nc1ccc(I)cc1
-3.1	COc1cc2nc(Nc3ccc(F)cc3)nc(N)c2cc1OC
-2.2	CO[C@H]1[C@H](NC(=O)c2ccccn2)c2ccccc2C12CCN(C(=O)C1=CCCC1)CC2
12.0	CC(=O)Nc1ccc2nc(-c3ccccc3)cn2c1
-0.1	COc1ccc(CNC(=O)CCc2nnc3n(C)c(=O)c4sccc4n23)cc1
-1.8	CCn1c(=O)c2c(nc3n2CC(C)CN3c2ccccc2)n(C)c1=O (stereo unspecified)
9.3	Fc1ccc(/C=N/Nc2ccccn2)cc1
-4.5	C=CCCC1COC(c2ccc(C#N)cc2)OC1 (stereo unspecified)
9.6	Cc1cccc(N2CCN(c3nc4nonc4nc3N3CCOCC3)CC2)n1
-10.4	CC(C)OCCCNC(=O)c1coc(CN2CCN(c3ccccc3F)CC2)n1
1.5	COc1ccc(CNC(C)c2cnn(-c3ccccc3)c2C)cc1O (stereo unspecified)
7.4	CC(O)c1cccc(NC(=O)CC(c2ccccc2)c2ccccc2)c1 (stereo unspecified)
-2.7	O=C(Cn1ccnc1)N1CCCC(CCc2ccc(F)cc2F)C1 (stereo unspecified)
2.0	CCn1ccnc1CNC1CCCc2nc(-c3cccnc3)ncc21 (stereo unspecified)
8.9	NC(=Nc1nc(CSc2nnnn2-c2ccccc2)cc(=O)[nH]1)Nc1ccccc1

# Quoted at random: 4 compounds from above
RBX1-CUL1 inh	compound
4.0	Cn1c(C(C)(C)C)csc1=S
-4.3	CC(=O)Nc1cccc(-n2cc3c(c2-c2ccccc2Cl)c(=O)n(C)c(=O)n3C)c1
8.9	COc1ccc(N=C2C(=Nc3ccc(OC)cc3)N(c3ccc(OC)cc3)C(=S)N2C(=O)c2ccccc2)cc1
-2.0	CN(C)c1cnn(CC(=O)NCCCCc2ccccn2)c(=O)c1

# More records follow.
RBX1-CUL1 inh	compound
65.1*	Cc1ccc(NC(=O)c2c(N)sc3c2CCCCC3)c(C)c1
-0.1	CCOC(=O)C1CCN(C(=O)Nc2ccc3c(c2)nnn3C)CC1
-4.6	CN(c1ncccc1CNCc1cccc2c1OCO2)C1CCCCC1
-11.2	CCOC(=O)C1=NN[C@H](C(=O)OC)[C@H]1c1ccccc1
-4.1	C=CCC(=O)N1CCC(N2CCCC(C(=O)NCc3ccccc3)C2)CC1 (stereo unspecified)
13.2	CC(=O)N1c2ccccc2-c2nnc(SCc3ccccc3Cl)nc2OC1c1ccc(C)o1 (stereo unspecified)
-7.9	COc1ccc(C(=O)NCc2nnnn2-c2ccc(C)c(C)c2)cc1
-4.9	CCN(CC1CCN(CCc2ccccc2C)CC1)C(=O)Cc1ccccn1
5.8	CCn1c(C)c(C)c2cc(C(=O)Nc3cccc(Br)c3)ccc21
-2.5	CCOc1ccc(C2CC(=O)N=C3C2C(=O)N=C(SCc2ccccc2C)N3C)cc1OC (stereo unspecified)
-9.6	COc1ccc(C(CC(=O)Nc2ncccc2C)N2Cc3ccccc3C2=O)cc1OC (stereo unspecified)
5.9	Cc1cc(NC(=O)CCn2cc(Br)cn2)no1
-1.6	Cc1cccc(NS(=O)(=O)c2ccc3c(c2)OCC(C(=O)N2CCCC2)O3)c1C (stereo unspecified)
-1.9	CC(=O)c1cccc(NS(=O)(=O)c2ccccc2F)c1
-1.1	COc1cc(NS(=O)(=O)c2ccc(NC(=O)c3ccc(COc4ccc5c(c4)CCC5)o3)cc2)ncn1
3.6	CC1=Nc2nnnn2C(c2ccc(Cl)c(Cl)c2)C1C(=O)Nc1ccccc1C (stereo unspecified)
10.5	COc1cc(CN(C)CC2CCN(Cc3ccc(C)o3)CC2)cc2c1OCO2
6.1	CC1(C)CC2CC(C)(CN2S(=O)(=O)c2cccc(N)c2)C1 (stereo unspecified)
-7.4	Cc1ccc(-c2n[nH]c3c2C(c2ccc(C(C)(C)C)cc2)NC3=O)cc1 (stereo unspecified)
-1.2	COc1ccc(NC(=O)/C(C#N)=C/c2cc(C)n(-c3ccc(F)cc3)c2C)cc1
4.8	COc1cccc(CNC(=O)Cn2ncn3nc(-c4cccs4)cc3c2=O)c1OC
-11.1	CCN(C(=S)NC(=O)c1ccccc1OC)c1ccccc1
-2.6	O=C(Nc1ccc(-c2cn3cccnc3n2)cc1)c1ccc(Br)cc1
7.8	O=c1c2ccccc2sn1-c1ccccc1
-6.9	Cc1cccc(-c2nc(C)c(CCNC(=O)C(=O)Nc3ccccc3C#N)s2)c1
1.3	Fc1ccc(-c2csc(=Nc3cccc(C(F)(F)F)c3)n2Cc2ccc3c(c2)OCO3)cc1
-3.1	Cc1ccsc1CCN1C(=O)N(c2ccccc2)C(=O)C1CC(=O)Nc1ccc(F)cc1 (stereo unspecified)
0.0	S=C1CSc2ccccc2N1
9.9	Cc1cc(C(=O)N2CCN(C3CCCCC3)CC2)cs1
1.0	Cc1ccc(CCNC(=O)Nc2nnc(-c3ccco3)s2)s1
8.2	COc1ccc(OC(=O)c2ccc(OC)cc2)cc1
-2.9	CCC1CCc2nc3sc(C(=O)Nc4ccc(Br)c(C)c4)c(N)c3cc2C1 (stereo unspecified)
-4.2	C#CCOc1cc(Br)c(CC2=NC(=O)NC2=O)cc1OC
-2.3	COc1ccccc1N1CCN(CCCN2C(=O)C3CCCCN3C2=O)CC1 (stereo unspecified)
-10.8	COc1ccc(S(=O)(=O)Nc2cc(S(=O)(=O)c3ccccc3)c(O)c(C)c2C)cc1
9.2	COc1cccc(Nc2ccc3ccccc3n2)c1
-5.4	O=C(CC1C(=O)NCCN1Cc1cccnc1)NC1(c2ccccc2)CC1 (stereo unspecified)
1.3	C=CCSc1nnc2c(n1)OC(c1ccc(-c3ccc(F)cc3)o1)N(C(C)=O)c1ccccc1-2 (stereo unspecified)
0.5	CCc1ccc(CCC(=O)Nc2ccc(S(N)(=O)=O)cc2)o1
-0.3	CC(C)NC(=O)c1ccc(-n2c(-c3ccccc3)cc3c2CCCC3)cc1
-2.5	O=C1c2cc([N+](=O)[O-])cc(C(=O)N(Cc3ccccc3)Cc3ccccc3)c2-c2c1cc([N+](=O)[O-])cc2[N+](=O)[O-]
-7.7&3.1	CCC1CCc2nc3sc(C(=O)Nc4ccc(C)cc4C)c(N)c3cc2C1 (stereo unspecified)
0.4	Cc1ccc(N=C2SC(C(=O)O)CC(=O)N2C)cc1C (stereo unspecified)
1.4	c1ccc(-c2cn3c(n2)sc2ccccc23)cc1
-1.6	COc1ccc(OC)c(N(CC(=O)NCCc2ccc(OC)c(OC)c2)S(=O)(=O)c2ccc(OC)c(OC)c2)c1
-10.3	O=C(CN(C1CCCCC1)S(=O)(=O)c1ccc(Cl)cc1)Nc1cccc(F)c1
2.4	CCOC(=O)C1=C(C)N=c2s/c(=C/c3ccsc3)c(=O)n2C1c1ccc(OC)cc1 (stereo unspecified)

# An excerpt (hit frequency here may not be typical).
